AmpC detergent: qHTS Inhibitors of AmpC Beta-Lactamase (assay with detergent) | AmpC hydrolysis of nitrocefin, absorbance 480 nm, 0.01% Triton | P00811 | Potency, µM (titrated, usually from 114 µM), for inactives: top-dose activity change, negative = inhibition, usual class: inhibitors | 0.041% of 370,000 active;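 also: potency is read from the fitted curve at half-maximal effect; 0% = no-compound wells and -100% = no-enzyme wells; nearly all actives have a fitted effect of over 25% in size; some results filed as inactive show a strong effect at the top dose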
Target sequence (P00811 whole entry, looked up): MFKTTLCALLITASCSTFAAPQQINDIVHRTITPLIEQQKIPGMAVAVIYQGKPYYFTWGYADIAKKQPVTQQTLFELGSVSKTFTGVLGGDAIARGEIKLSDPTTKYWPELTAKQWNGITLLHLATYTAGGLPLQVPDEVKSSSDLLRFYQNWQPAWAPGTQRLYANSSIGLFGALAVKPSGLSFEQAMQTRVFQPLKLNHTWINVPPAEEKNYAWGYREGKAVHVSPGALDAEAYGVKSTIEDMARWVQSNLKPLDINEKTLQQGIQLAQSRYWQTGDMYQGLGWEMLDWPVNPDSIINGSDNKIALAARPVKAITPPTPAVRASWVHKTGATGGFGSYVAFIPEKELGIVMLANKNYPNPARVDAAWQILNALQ
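20 mM phosphate pH 7.0 + 0.01% (detergent screen) or 0.0001% Triton X-100; 5.3 nM AmpC reagent; cpd preinc 15 min RT; nitrocefin (800 uM stock) to start; A480 q20 s × 4 min; Activity was normalised to no-enzyme and no-compound control wells.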
AMA1-RON2 inh: qHTS for Inhibitors of AMA1-RON; Towards Development of Antimalarial Drug Lead: Primary Screen; AlphaScreen AMA1-biotinylated RON2 peptide binding; Potency, µM (highest dose often 58.2 µM), for the others: top-dose activity change, negative = inhibition, most hits filed as inhibitors; 0.2% of 360,000 active; AID 720542, 2013;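 also: potency is read from the fitted curve at half-maximal effect; 0% = vehicle wells and -100% = peptide control; nearly all actives have a fitted effect of over 45% in size; some results filed as inactive show a strong effect at the top dose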
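AMA1 (3D7) with his tag at 25 nM final met compounds first, then biotinylated RON2 peptide at 25 nM; detection used donor plus acceptor beads, 10 µg/mL apiece, read by AlphaScreen after 30 min at room temperature.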
LmPK inhibitor: qHTS Assay for Inhibitors of Leishmania Mexicana Pyruvate Kinase (LmPK); 0.37% of 290,000 active; Potency, µM (doses to about 57.5 µM), inactives show at the top dose activity change, negative = inhibition, most hits filed as inhibitors; Q27686; purified LmPK, Kinase-Glo ATP luminescence, 1 h; also: potency is read from the fitted curve at half-maximal effect
Target sequence (Q27686 whole entry, looked up): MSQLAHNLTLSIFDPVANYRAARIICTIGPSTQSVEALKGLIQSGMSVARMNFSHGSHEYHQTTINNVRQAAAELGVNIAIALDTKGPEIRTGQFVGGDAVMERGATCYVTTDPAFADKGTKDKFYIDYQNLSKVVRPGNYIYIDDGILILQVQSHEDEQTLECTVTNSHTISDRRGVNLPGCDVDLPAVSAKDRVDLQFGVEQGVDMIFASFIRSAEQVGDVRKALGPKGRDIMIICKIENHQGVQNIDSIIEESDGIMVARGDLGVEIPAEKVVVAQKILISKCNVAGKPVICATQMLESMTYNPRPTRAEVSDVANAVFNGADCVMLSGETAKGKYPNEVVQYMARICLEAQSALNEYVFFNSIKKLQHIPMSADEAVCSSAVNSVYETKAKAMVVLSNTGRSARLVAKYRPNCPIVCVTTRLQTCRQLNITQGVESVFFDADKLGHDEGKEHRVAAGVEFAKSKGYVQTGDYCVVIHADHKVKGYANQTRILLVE
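Purified LmPK (0.1 nM) with 0.5 mM PEP and 0.1 mM ADP in imidazole buffer pH 7.2 with MgCl2/KCl, 1 h at room temperature. ATP formed was read by luciferase luminescence and normalized to no-enzyme and uninhibited controls.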
HCMV antiviral: qHTS Assay for inhibitors of the human cytomegalovirus (HCMV) | HFF cells, HCMV-luciferase reporter, 72 h; active compounds read low | activity change, negative = inhibition, % at 57.5 µM | 4.5% of 410,000 active; in the data active = activity change below about -60%; inconclusive = no clear call, values can overlap the other calls; inactive = above about -39%
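After 16 h attachment at 37C, HFF cells received test compound and HCMV-luciferase (1 PFU/cell); reporter luminescence read 72 h later, data normalized against buffer-only and known inhibitor Salinomycin.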
AmpC inh no detg: qHTS Inhibitors of AmpC Beta-Lactamase (assay without detergent) | P00811 | AID 485341, 2010 | AmpC nitrocefin hydrolysis, absorbance 480 nm, 0.0001% Triton | Potency, µM (titrated, usually from 57.1 µM), inactives show top-dose activity change, negative = inhibition, hits mostly inhibitors | 0.52% of 330,000 active;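 also: potency is read from the fitted curve at half-maximal effect; plate controls were no compound for no effect and no enzyme for full effect; nearly all actives have a fitted effect of over 20% in size; some results filed as inactive show a strong effect at the top dose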
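20 mM phosphate pH 7.0 + 0.01% (detergent screen) or 0.0001% Triton X-100; 5.3 nM AmpC reagent; cpd preinc 15 min RT; nitrocefin (800 uM stock) to start; A480 q20 s × 4 min; Activity was normalised to no-enzyme and no-compound control wells.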
Sm TGR block: qHTS Assay for the Inhibitors of Schistosoma Mansoni Peroxiredoxins; Schistosoma mansoni thioredoxin glutathione reductase (TGR), Q962Y6; purified TGR, DTNB reduction, TNB absorbance 405 nm; Potency, µM (doses to about 114 µM), for the others: top-dose activity change, negative = inhibition, most hits filed as inhibitors; 3% of 360,000 active; also: potency is read from the fitted curve at half-maximal effect; nearly all actives have a fitted effect of over 60% in size
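Kinetic colorimetric format: TGR-catalysed, NADPH-driven DTNB reduction monitored via TNB absorbance. Enzyme dispensed at 20 nM; compound exposure 15 min at room temperature before reaction start.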
Tb PYK inh: qHTS of Trypanosoma Brucei Inhibitors; Potency, µM (titrated, usually from 76.8 µM), for inactives: top-dose activity, negative = inhibition, most hits filed as inhibitors; pyruvate kinase (Trypanosoma brucei), Q57TT1; TbPYK enzyme, Kinase-Glo Plus ATP luminescence, 45 min; AID 624173, 2012; 0.12% of 410,000 active; also: potency is read from the fitted curve at half-maximal effect; nearly all actives have a fitted effect of over 50% in size
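ADP (130 uM final) triggers the TbPYK reaction after compound addition; incubation is 45 min at room temperature. Kinase-Glo Plus is then added and luminescence imaged. Normalized data are fitted to concentration-effect curves.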
* hit, by the source's call; u = inconclusive; x = not tested or not shown; & = joins results of further samples; [ ] = another dose, or the depositor's remark. Unless noted, calls follow the shape of the dose curve; as a rule, active = well fitted curve in the direction sought with a large enough effect; inconclusive = small, poorly fitted or top-dose-only effect, or another doubt; inactive = no such curve, though single readings can be large; an effect the other way counts as inactive or inconclusive. Unless noted, % is scaled to controls: 0 for no effect and ±100 for the full control effect.

1	N#Cc1ccccc1Sc1ccccc1C(=O)NCC(c1ccco1)N1CCCCC1 (stereo not given)
2	COc1ccccc1CNC(=O)C1CCC(CNS(=O)(=O)c2cccs2)CC1 (stereo not given)
3	Cc1cn([C@H]2C[C@H](O)[C@@H](/C=C/C(=O)NCCN3CCOCC3)O2)c(=O)[nH]c1=O
4	Cc1ccc(-n2nc3c(c2NC(=O)C(C)(C)C)CS(=O)(=O)C3)cc1
5	COc1ccc(CNC(=O)CN(Cc2ccco2)C(=O)CNS(=O)(=O)c2ccccc2)cc1
6	Cc1cccc(-n2c(=O)c3c(c4cc(C)ccc4n3C)n(Cc3ccccc3F)c2=O)c1
assay / compound	1	2	3	4	5	6
AmpC detergent	-1%	-12%	x	-12%	1%	7%
AMA1-RON2 inh	45%[activator]	-6%	10%	-3%	3%	x
LmPK inhibitor	x	-3%	x	-6%	-1%	x
HCMV antiviral	-18	14	11	x	-15	34
AmpC inh no detg	-6%	-19%	x	-4%	-5%	x
Sm TGR block	2%	-6%	x	-35%	-2%	1%
Tb PYK inh	3%	-17%	5%	9%	-17%	-4%

7	Cc1cc(C)cc(N2C(=O)C3CC=CCC3C2=O)c1 (stereo not given)
8	COc1ccc(-c2nn3c(=O)cc(CN4CCN(C(=O)Nc5cc(C)ccc5C)CC4)nc3s2)cc1
9	CCOc1ccccc1NC(=O)CCc1nc(-c2cccc(C)c2)no1
10	Cc1[nH]c2ccccc2c1C(=O)CSC(=S)N1CCN(C)CC1
11	CN(C)c1ccc(C(CNC(=O)c2ccccc2)N2CCc3ccccc32)cc1 (stereo not given)
12	Cc1ccc(NC(=O)C2CCN(c3nc4ccccc4nc3C(F)(F)F)CC2)cc1C
assay / compound	7	8	9	10	11	12
AmpC detergent	0%	-7%	19%	-3%	-6%	-5%
AMA1-RON2 inh	1%	x	x	-4%	x	x
LmPK inhibitor	8%	x	x	3%	x	x
HCMV antiviral	5	4	8	-62*	-24	1
AmpC inh no detg	4%	x	x	89%[activator]	x	x
Sm TGR block	-11%	2%	5%	13%	-18%	-1%
Tb PYK inh	1%	4%	1%	-1%	-4%	-5%

13	CC(C)(C)OC(=O)CNC(=O)c1[nH]cnc1C(=O)N[C@@H](Cc1ccccc1)C(=O)OC(C)(C)C
14	COc1ccc(C(=O)NN2CCOCC2)cc1
15	CN1CCc2c(sc3c2c(=O)n(-c2ccccc2)c2nnc(SCc4ccccc4)n32)C1
16	O=S(=O)(O/N=C1\CCCc2ccccc21)c1ccc(Cl)cc1
17	CCOc1ccc2ccccc2c1C1NC(=S)N(C)C(C)=C1C(=O)OC (stereo not given)
18	COc1ccc(CNC(=O)CCc2c(C)c3cc4c(C)c(C)oc4cc3oc2=O)cc1
assay / compound	13	14	15	16	17	18
AmpC detergent	-2%	-9%	u	3%	-2%	-2%
AMA1-RON2 inh	91%[activator]	-14%	-3%	5%	2%	x
LmPK inhibitor	5%	1%	-10%	-7%	-3%	x
HCMV antiviral	10	19	-13	5	-14	u
AmpC inh no detg	134%[activator]	-8%	5%	-21%	0%	x
Sm TGR block	1%	-13%	u	-10%	-2%	-11%
Tb PYK inh	4%	10%	32µM*	6%	4%	6%

19	Oc1c(I)cc(Cl)c2cccnc12
20	Cc1c(-c2nn(C)c(=O)c3ccccc23)oc2ccc(F)cc2c1=O
21	CNS(=O)(=O)c1cc(Nc2ncnc3sccc23)ccc1C
22	CN(C(=O)c1ccoc1)c1ccc2ccccc2c1
23	COc1ccc(NC(=O)c2cc(C3CCCCN3C(=O)CCc3ccccc3)on2)c(C)c1 (stereo not given)
24	COc1cc(C)c(Br)cc1S(=O)(=O)NCc1ccncc1
assay / compound	19	20	21	22	23	24
AmpC detergent	-3%	-10%	-11%	-5%	x	-2%
AMA1-RON2 inh	-51%	-8%	2%	-7%	-6%	-15%
LmPK inhibitor	6%	2%	-2%	-9%	x	-3%
HCMV antiviral	31	x	u	53	15	-76*
AmpC inh no detg	-28%	-12%	-46%	8%	x	-1%[2.29 µM]
Sm TGR block	u	0%	2%	-10%	x	4%
Tb PYK inh	-7%&-13%	-1%	-4%	-9%	3%	1%

3 compounds from above, reduced to LmPK inhibitor and AMA1-RON2 inh.
#	Structure	LmPK inhibitor	AMA1-RON2 inh
13	CC(C)(C)OC(=O)CNC(=O)c1[nH]cnc1C(=O)N[C@@H](Cc1ccccc1)C(=O)OC(C)(C)C	5%	91%[activator]
23	COc1ccc(NC(=O)c2cc(C3CCCCN3C(=O)CCc3ccccc3)on2)c(C)c1 (stereo not given)	x	-6%
3	Cc1cn([C@H]2C[C@H](O)[C@@H](/C=C/C(=O)NCCN3CCOCC3)O2)c(=O)[nH]c1=O	x	10%

Next records
25	O=P(O)(c1ccc(Cl)cc1)c1ccc(Cl)cc1
26	CC(C)=CCOc1ccc2c(C)c(CC(=O)N3C[C@H]4C[C@@H](C3)c3cccc(=O)n3C4)c(=O)oc2c1C
27	CCOc1ccccc1C(=O)Oc1ccc2ccc(=O)oc2c1
28	COc1ccc(NC(=O)c2c(Cl)n(C)c3ccccc23)cc1
29	CCOc1ccc(C2Sc3ccccc3NC3=C2C(=O)OC3)cc1 (stereo not given)
30	COc1ccccc1C(=O)Nc1nnc(SCc2cc(=O)c3cc(Cl)ccc3[nH]2)s1
assay / compound	25	26	27	28	29	30
AmpC detergent	u	u	-9%	-14%	u	-3%
AMA1-RON2 inh	-1%	5%	15%	3%	0%	x
LmPK inhibitor	-3%	-4%	-14%	3%	6%	x
HCMV antiviral	8	-9	1	69	-39	9
AmpC inh no detg	-25%	298%[activator]	-5%	-14%	-38%	x
Sm TGR block	6%	-17%	-2%	11%	15%	-5%
Tb PYK inh	-6%	4%	4%	-15%	3%	-8%

31	O=C1NS(=O)c2cc([N+](=O)[O-])cc([N+](=O)[O-])c21 (stereo not given)
32	Cc1cccc(NC(=O)Cn2c(=O)ccc3cc(S(=O)(=O)N4CCCC4)ccc32)c1C
33	Cc1ccccc1CCN1CCCC(CN(C)C(=O)C(=O)c2ccco2)C1 (stereo not given)
34	COCCN(C(=O)CCN1C(=O)C2CC=CCC2C1=O)c1c(N)n(CC(C)C)c(=O)[nH]c1=O (stereo not given)
35	CCn1cc(C(=O)NCc2cccc(C(F)(F)F)c2)c(=O)c2ccc(C)nc21
36	O=C(CCn1c(=O)[nH]c2ccsc2c1=O)N1CC(=O)N(CCc2ccccc2)C(=O)C1
assay / compound	31	32	33	34	35	36
AmpC detergent	-5%	2%	2%	3%	-1%	u
AMA1-RON2 inh	-5%	x	-17%	-5%	-10%	-2%
LmPK inhibitor	1%	x	-3%	x	-1%	2%
HCMV antiviral	10	-5	6	-37	-69*	-11
AmpC inh no detg	-10%	x	0%	-10%	-11%	-9%
Sm TGR block	x	9%	1%	4%	-13%	0%
Tb PYK inh	-13%	-7%	7%	-1%	-5%	-8%

37	COCCn1c(C)cc(O)c(C(c2ccccc2)N2CCN(c3ccccc3)CC2)c1=O (stereo not given)
38	CCOC(=O)c1c(C)nc2sc3c(=O)n(-c4ccc(C(C)=O)cc4)nnc3c2c1-c1ccc(Cl)cc1
39	C/C(=N\NC(=O)CNC(=O)c1cccnc1)c1cccc(O)c1
40	Cc1ccc(OCC(=O)Nc2ccc3nc(SCC(=O)N4CCCC4)sc3c2)cc1C
41	COc1ccc(Cc2nnc(SC)[nH]c2=O)cc1
42	CCN(C(=O)CCCCC(=O)N(CC)c1ccccc1)c1ccccc1
assay / compound	37	38	39	40	41	42
AmpC detergent	10%	-10%	-1%	14%	0%	x
AMA1-RON2 inh	x	-5%	3%	x	4%	4%
LmPK inhibitor	x	0%	-9%	x	0%	x
HCMV antiviral	4	60	11	-16	-30	6
AmpC inh no detg	x	-8%	-10%	x	-12%	x
Sm TGR block	4.5µM*	-21%	-7%	0%	-4%	x
Tb PYK inh	-5%	-3%	4%	-1%	4%	4%

43	N#Cc1c(NC(=O)CSc2nnc(-c3ccccc3O)n2-c2ccccc2)sc2c1CCCC2
44	C[C@H](NC(=O)[C@@H]1CCCN1C(=O)[C@@H]1CCCN1C(=O)c1ccccc1)c1ccccc1
45	Cc1ccc(/C(C#N)=C\c2ccc(N3CCOCC3)o2)cc1
46	CNC(=O)c1ccc(-c2ccc(F)cc2)s1
47	CCOc1ccc(NC(=O)CN(C)CC(=O)NC(C)c2ccccc2)cc1OCC (stereo not given)
48	Cc1ccc(Cn2c(NCCCn3ccnc3)nc3c2c(=O)n(C)c(=O)n3C)cc1
assay / compound	43	44	45	46	47	48
AmpC detergent	4%	x	1%	u	7%	-10%
AMA1-RON2 inh	2%	5%	-8%	46%[activator]	8%	-1%
LmPK inhibitor	-10%	x	5%	7%	0%	0%
HCMV antiviral	33	-12	186	35	-11	-1
AmpC inh no detg	-36%	x	83%[activator]	-18%	53%	-2%
Sm TGR block	-16%	x	3.2µM*	10%	6%	8%
Tb PYK inh	-2%	3%	u	-4%	3%	-2%

49	COc1ccc(Cl)cc1N(CC(=O)NCCSCc1ccccc1)S(C)(=O)=O
50	O=C(Nc1ccc2c(c1)oc1ccccc12)c1ccc(Br)o1
51	O=C(CN1C(=O)NC(c2ccccc2)(c2ccccc2)C1=O)NC1CCCCC1
52	Cc1nn(C(C)C(=O)N/N=C/c2ccc(N(C)C)cc2)c(C)c1[N+](=O)[O-] (stereo not given)
53	Cc1ccc(S(=O)(=O)N(C)c2ccc(C(=O)NCc3ccccn3)cc2)cc1
54	NC(=O)CSc1cn(Cc2ccc(F)cc2)c2ccccc12
55	CC(=NNS(=O)(=O)c1ccc(C)cc1)c1ccccc1
56	O=C(Cn1c(=O)n(Cc2ccc(F)cc2)c(=O)c2sc3ccccc3c21)Nc1ccc(F)cc1F
assay / compound	49	50	51	52	53	54	55	56
AmpC detergent	-14%	-16%	-18%	-1%	-11%	-5%	x	12%
AMA1-RON2 inh	-13%	-4%	1%	-3%	14%	-2%	9%	x
LmPK inhibitor	6%	1%	x	-2%	4%	-1%	x	x
HCMV antiviral	u	10	u	-39	58	11	-23	5
AmpC inh no detg	109%[activator]	-46%	-20%	-19%	12%	-8%	x	x
Sm TGR block	-4%	-24%[11.4 µM]	4%	0%	-2%	-3%	x	9%
Tb PYK inh	-4%	0%	-2%	-5%	6%	-7%	5%	-4%

Screening data: PubChem, National Center for Advancing Translational Sciences (NCATS)
